Screens: PubChem, National Center for Advancing Translational Sciences (NCATS)
GPT2 inhibitor: blocks human glutamate pyruvate transaminase 2 | Q8TD30 | Recombinant GPT2, coupled pyruvate oxidase/HRP Amplex Red fluorescence | Potency, µM (series often up to 57.7 µM), for the others: top-dose activity change, negative = inhibition, actives largely listed as inhibitors | hit rate 0.25% among 100,000 | AID 1671188; note: potency is the fitted concentration of half-maximal effect; nearly all actives have a fitted effect of over 60% in size; many of its hits are not listed in these tables
Target sequence (Q8TD30 whole entry, looked up): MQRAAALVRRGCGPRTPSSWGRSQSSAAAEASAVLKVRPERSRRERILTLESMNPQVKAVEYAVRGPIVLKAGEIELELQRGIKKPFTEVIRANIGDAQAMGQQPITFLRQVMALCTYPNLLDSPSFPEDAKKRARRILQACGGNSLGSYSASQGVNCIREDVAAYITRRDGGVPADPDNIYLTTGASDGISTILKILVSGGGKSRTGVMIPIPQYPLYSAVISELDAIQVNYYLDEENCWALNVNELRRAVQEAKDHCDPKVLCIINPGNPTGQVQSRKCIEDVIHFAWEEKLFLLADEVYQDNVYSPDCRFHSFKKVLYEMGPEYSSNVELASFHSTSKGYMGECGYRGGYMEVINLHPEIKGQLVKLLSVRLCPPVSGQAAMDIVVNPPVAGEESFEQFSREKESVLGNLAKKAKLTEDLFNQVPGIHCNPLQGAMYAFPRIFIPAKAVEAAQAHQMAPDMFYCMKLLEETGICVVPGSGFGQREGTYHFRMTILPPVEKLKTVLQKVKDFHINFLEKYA
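Fluorescence of coupled pyruvate oxidase/HRP/Amplex Red system (50uM Amplex, 30 min, dark) reports pyruvate formed by GPT2. Enzyme reaction: 10ng/uL GPT2, 2mM L-alanine, 250uM a-KG, 30 min room temperature, pH 7.5; 50uM AOA control.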
HEK cytotox: cytotoxic compounds in HEK 293 cells. HEK 293 viability, ATP luminescence (CellTiter-Glo), 48-72 h. Potency, µM (top dose mostly 115 µM), for inactives: at the highest dose activity change, negative = cytotoxicity, hits mostly inhibitors. hit rate 6.6% among 94,000; note: potency is the fitted concentration of half-maximal effect; nearly all actives have a fitted effect of over 60% in size
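Pintool-delivered compounds were incubated with HEK 293 cells (250 cells/well) at 37 degree Celsius for 48 or 72 hr. ATP-dependent luminescence (CellTiter-Glo) then reported remaining viable cells.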
IP6K1 inhibitor: inhibitors of human IP6K1. Q92551. IP6K1 kinase, ADP-Glo luminescence, 2 h; stronger effect = lower value. activity change, % (series mostly up to about 58 µM). hit rate 0.81% among 140,000; in the data active = activity change below about -25%
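ADP-Glo luminescence measures ADP made by human IP6K1 during a 2 h RT reaction with ATP/IP6 (mix at 1.3 mM/130 uM); top library doses 57.5 and 19.1 uM final.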
3T3 cytotox: cytotoxic compounds in NIH 3T3 cells | NIH 3T3 viability, CellTiter-Glo ATP luminescence, 48-72 h | Potency, µM (doses to about 96.7 µM), for the others: at the top dose activity change, negative = cytotoxicity, most hits filed as inhibitors | hit rate 4.3% among 94,000; note: potency is the fitted concentration of half-maximal effect; nearly all actives have a fitted effect of over 55% in size
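Mouse fibroblast NIH 3T3 cells, 400 per well, received compound via pintool and were incubated for 48 or 72 hr prior to CellTiter-Glo ATP luminescence measurement.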
FLuc inh: Photinus pyralis luciferase inhibition; P08659; purified P. pyralis luciferase, luminescence, biochemical; Potency, µM (highest dose often 115 µM), for the others: at the highest dose activity change, negative = inhibition, usual class: inhibitors; hit rate 2.5% among 76,000; AID 1347043; note: potency is the fitted concentration of half-maximal effect; nearly all actives have a fitted effect of over 65% in size
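Luminescence read by CCD imaging after purified firefly luciferase (10nM final) was added to substrate buffer holding 10uM D-luciferin and 10uM ATP, pH 7.5, pre-dosed with compound.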
HEK293 viab: cell viability loss counter-screen | HEK-293-SNCA-luc viability, GF-AFC fluorescence, 24 h | hit rate 0.12% among 150,000 | Potency, µM (top dose mostly 57.1 µM), for inactives: at the highest dose activity change, negative = cytotoxicity, actives largely listed as cytotoxic;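 note: potency is the fitted concentration of half-maximal effect; 0% = DMSO-treated cells and -100% = medium-only wells without cells; nearly all actives have a fitted effect of over 30% in size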
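Cytotoxicity counterscreen: after 24 h compound treatment of genome-edited SNCA-luciferase HEK-293 cells, live-cell protease substrate GF-AFC read by fluorescence after 30 min; activity scaled between DMSO (0%) and medium-only (-100%), curves Hill-fitted.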
SNCA expr inh: reduces expression of the alpha-synuclein gene; hit rate 0.17% among 140,000; Potency, µM (titrated, usually from 57.2 µM), for the others: at the top dose activity change, negative = inhibition, most hits filed as inhibitors; AID 1671194; HEK-293 SNCA-luciferase knock-in, luminescence, 24 h;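 note: potency is the fitted concentration of half-maximal effect; plate controls were DMSO cells for no effect and cell-free wells for full effect; nearly all actives have a fitted effect of over 45% in size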
An asterisk follows results filed as active; i = inactive; ? = inconclusive; · = not tested or not shown; ! = repeats disagree; [ ] = another dose, or the depositor's remark. Unless noted, calls come from the whole dose curve; as a rule, active = well fitted curve in the direction sought with a large enough effect; inconclusive = small, poorly fitted or top-dose-only effect, or another doubt; inactive = no such curve, though single readings can be large; an effect the other way counts as inactive or inconclusive. Unless noted, % is set by controls: 0 for no effect and ±100 for the full control effect.

#1 COC1CCC12CCN(C(=O)CC1CCN(C(C)=O)CC1)CC2 (configuration not stated)
#2 CC1=C(c2ccc(C)c(C)c2)S(=O)(=O)N=C1N1CCN(c2cccc(C)c2)C(C)C1 (configuration not stated)
#3 Cc1ccc(CNC(=O)Nc2cnc3c(c2)CCC3)cc1
#4 C#CCNC(=O)C1CCCN1Cc1ccc(-c2cccc(OC)c2)cc1 (configuration not stated)
#5 CCOC(=O)c1c(NC(=O)/C=C/c2ccc(OC)c(OC)c2)sc(C(C)=O)c1C
#6 CSCC[C@@H]1NC(=O)c2cc(NC(=O)c3cc(-c4ccccn4)n[nH]3)ccc2NC1=O
#7 Cc1nc(N2CCC(NC(=O)c3ccco3)CC2)cc(C(F)(F)F)n1
#8 Cc1ccc(CN2C(=O)C3(c4ccccc42)N(c2cccc(F)c2)C(=O)CS3(=O)=O)cc1 (configuration not stated)
#9 CCc1ccc(OCC2c3cc(OC)c(OC)cc3CCN2C(=O)Cc2ccc(OC)c(OC)c2)cc1 (configuration not stated)
#10 COc1ccc(-c2nc3cc(C)ccc3cc2CN2CCCC(CO)C2)cc1OC (configuration not stated)
assay / entry,1,2,3,4,5,6,7,8,9,10
GPT2 inhibitor,-12%,·,i,i,·,i,-2%,·,·,-25%
HEK cytotox,-8%,·,?,?,·,-8%,-3%,·,·,?
IP6K1 inhibitor,14,6,15,-1,7,-1,7,21,2,19
3T3 cytotox,-2%,·,-28%,?,·,i,-7%,·,·,1%
FLuc inh,4%,·,·,·,·,-9%,4%,·,·,-4%
HEK293 viab,-2%,1%,7%,3%,-1%,-1%,6%,-6%,?,-8%
SNCA expr inh,-9%,-22%,83%[activator],-7%,29%,-22%,4%,-12%,?,-2%

#11 COc1ccccc1C(=O)N1CCCC(c2nnc3n2C(C(=O)O)CC3)C1 (configuration not stated)
#12 Cc1nc(C(=O)N2CCC3(CCC(=O)N(CCc4cnc[nH]4)C3)CC2)cs1
#13 CC(=O)c1ccc(N2CCN(C(=O)c3cc4ccc5cccnc5c4[nH]3)CC2)cc1
#14 Clc1ccccc1CNC[C@H]1Cn2cc(-c3ccccc3)nc2CO1
#15 COc1ccc(NC(=O)Cc2ccc(NC(=O)N3CCCCc4ccccc43)cc2)c(OC)c1
#16 COCCNC(=O)[C@H]1C[C@H](Oc2ccccc2)CN1S(=O)(=O)Cc1ccccc1F
#17 COc1ccc(NC(=O)Cn2c(=O)n(-c3cccc(C)c3)c(=O)c3c2cc(C)n3C)cc1
#18 Cc1ccc(OCc2ccc(-c3nc(C#N)c(NCc4ccccc4Cl)o3)o2)cc1
#19 C[C@@]1(C(=O)Nc2ccc(F)nc2)CCCN1c1nc(Nc2cc(C3CC3)[nH]n2)c2cccn2n1
#20 Cc1cn2nc(C(=O)NCc3ccc(F)cc3)cc2c(N(C)Cc2ccccc2)n1
assay / entry,11,12,13,14,15,16,17,18,19,20
GPT2 inhibitor,i,i,·,-7%[88.5 µM],·,4%,i,·,1%,i
HEK cytotox,i,-14%,·,100µM*,·,-6%,?,·,·,?
IP6K1 inhibitor,-13,10,12,8,4,29,6,15,-2,11
3T3 cytotox,i,-4%,·,?,·,-12%,-24%,·,·,?
FLuc inh,·,8%,·,56µM*,·,3%,-5%,·,·,6%
HEK293 viab,4%,-2%,7%,-15%[87.6 µM],-3%,-8%,?,?,1.9µM*!,-20%
SNCA expr inh,-16%,?,95%[activator],98%[activator][87.6 µM],1%,?,-8%,-38%,-13%,-20%

#21 COc1ccc(NC(=O)Cn2cc(S(=O)(=O)Cc3ccc(F)cc3)c3ccccc32)cc1OC
#22 O=c1[nH]c(N2CCOCC2)nc2c1CCN(Cc1cccc(Cl)c1)CC2
#23 Cc1cc(C)c2[nH]c(C(=O)N3CCN(Cc4ccccc4)C(=O)C3C)c(C)c2c1 (configuration not stated)
#24 O=C(CN1C(=O)c2cccnc2Oc2ccc(Cl)cc21)NCCCN1CCCCC1
#25 COc1ccc(NC(=O)N2CCc3nc4cc[nH]n4c(=O)c3C2)cc1
#26 O=C(CN1C(=O)COc2ccc(S(=O)(=O)N3CCCCCC3)cc21)NCc1ccc(Cl)cc1
#27 Cc1ccc2c(c1)C(c1ccccc1)N(C(=O)c1ccc(S(=O)(=O)N3CCCC3)cc1)CC(=O)N2 (configuration not stated)
#28 COc1cccc(-c2ncc3c(n2)OCCN(c2cccc(C(F)(F)F)c2)C3=O)c1
#29 CNC(=O)c1cc(C2CC2)nc2c1c(C1CCCN([S+](=O)([O-])c3ccc(C)cc3)C1)nn2C (configuration not stated)
#30 COc1ccc(NC(=O)N[C@@H]2C=C[C@@H](c3c(C)nn(CCC#N)c3C)C2)cc1
#31 CN(C)CC1(O)CCCN(c2ncccc2C(N)=O)CC1 (configuration not stated)
assay / entry,21,22,23,24,25,26,27,28,29,30,31
GPT2 inhibitor,·,-13%,-2%[11.5 µM],·,-21%,·,·,-11%[88.5 µM],·,-9%[88.5 µM],-24%
HEK cytotox,·,-27%,35µM*,·,10%,·,·,?,?,?,-4%
IP6K1 inhibitor,-6,8,12,0,0,32,-11,-12,6,-10,11
3T3 cytotox,·,-30%,25µM*,·,i,·,·,?,?,?,-2%
FLuc inh,·,11%,-1%,·,0%,·,·,2µM*,·,-3%[172 µM],-12%
HEK293 viab,-1%,6%,4%,-10%,2%,?,-2%,-18%[87.6 µM],·,-12%[87.6 µM],7%
SNCA expr inh,-15%,-2%,4%,7%,-13%,-6%,11%,-16%[87.6 µM],·,6%[87.6 µM],17%

Profiles from above. Values in the order: GPT2 inhibitor | HEK cytotox | IP6K1 inhibitor | 3T3 cytotox | FLuc inh | HEK293 viab | SNCA expr inh
`O=C(CN1C(=O)c2cccnc2Oc2ccc(Cl)cc21)NCCCN1CCCCC1` is entered as · | · | 0 | · | · | -10% | 7%
`COc1ccc(NC(=O)Cn2cc(S(=O)(=O)Cc3ccc(F)cc3)c3ccccc32)cc1OC` is entered as · | · | -6 | · | · | -1% | -15%
`CN(C)CC1(O)CCCN(c2ncccc2C(N)=O)CC1` (configuration not stated) is entered as -24% | -4% | 11 | -2% | -12% | 7% | 17%
`COc1ccc(NC(=O)N[C@@H]2C=C[C@@H](c3c(C)nn(CCC#N)c3C)C2)cc1` is entered as -9%[88.5 µM] | ? | -10 | ? | -3%[172 µM] | -12%[87.6 µM] | 6%[87.6 µM]
`CNC(=O)c1cc(C2CC2)nc2c1c(C1CCCN([S+](=O)([O-])c3ccc(C)cc3)C1)nn2C` (configuration not stated) is entered as · | ? | 6 | ? | · | · | ·
